Source: PubChem
KOR beta-arrestin-1: kappa opioid receptor blockers – cell-based, luminescence, uHTS (AID 1778); KOR beta-arrestin recruitment, luminescence, antagonist mode; higher % means a stronger effect; inhibition, % at 10 µM; hits with a dose series show IC50 in µM; hit rate 0.091% among 290,000; in the data active = inhibition above about 50%; note: strong numbers were not always called active
GPR55 beta-arrestin: GPR55 agonists via beta-arrestin recruitment, primary screen, imaging, U2OS cells, beta-arrestin-GFP redistribution (AID 1961); U2OS GPR55 beta-arrestin-GFP redistribution imaging; higher % means a stronger effect; one-dose activation, % at 10 µM; EC50 in µM for titrated hits; hit rate 0.048% among 290,000;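 active = activation above 40% with more than 50 cells counted in the well; inconclusive = wells holding fewer than 50 cells, flagged as toxic or sparse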;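 note: U2OS osteosarcoma cells stably expressing GPR55 and beta-arrestin-GFP; plate controls were DMSO negative control for no effect and LPI positive control for full effect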
West Nile virus CPE: West Nile virus antiviral activity, cell-based, CPE readout (AID 1621); hit rate 0.02% among 290,000; CPE inhibition, % at 10 µM; hits with a dose series show IC50 in µM; West Nile virus-infected cells, CPE inhibition; higher % means a stronger effect; in the data active = a potency from the dose series; inconclusive = CPE inhibition mostly from about 3.7% at the one dose, without a potency; inactive = the rest, 99 in 100 with CPE inhibition below about 2.2%; note: strong numbers were not always called active
KOR beta-arrestin-2: kappa opioid receptor activators – cell-based, luminescence, uHTS, primary screen (AID 1777); hit rate 0.02% among 280,000; KOR beta-arrestin recruitment, luminescence; higher % means a stronger effect; one-dose activation, % at 10 µM; EC50 in µM for titrated hits; in the data active = activation above about 50%, passing the limit was not always enough; note: a part of the inactive calls stands beside numbers as strong as those of hits
Dengue-2 NS5 capping: flavivirus cap methylation enzyme inhibition – biochemical, confirmation dose response, primary screen (AID 588689); Dengue-2 NS5 methyltransferase capping enzyme assay, biochemical; higher % means a stronger effect; one-dose inhibition, % at 25 µM; IC50 in µM for titrated hits; hit rate 0.3% among 340,000; in the data active = a potency from the dose series; inconclusive = inhibition above about 29% without an active follow-up result
GPR35 arrestin U2OS: GPR35 antagonists blocking zaprinast-driven arrestin recruitment, primary screen, imaging, U2OS, beta-arrestin-GFP, zaprinast agonist (AID 2058); hit rate 0.052% among 290,000; U2OS GPR35 beta-arrestin-GFP translocation imaging, zaprinast antagonism; higher % means a stronger effect; inhibition, % at 10 µM, or IC50 in µM where a hit was titrated;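 active = inhibition of at least 50% with at least 30 cells and total cytoplasm GFP at most 10,000,000; inconclusive = under 30 cells or total GFP of 10,000,000 plus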
NOD1 inhibition: inhibition of NOD1-driven NF-kB reporter – cell-based, luminescence, uHTS, primary screen (AID 1578); NOD1-driven NF-kB luciferase reporter cells, luminescence; higher % means a stronger effect; inhibition, % at 4 µM; hits with a dose series show EC50 in µM; hit rate 1% among 290,000; in the data active = inhibition mostly above about 36%, no sharp cut-off; inactive = mostly below about 34%;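 note: HEK-293T reporter cells stimulated with the NOD1 agonist gamma-tri-DAP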
HIV fusion peptide: cell-free HIV fusion peptide-binding blockers – biochemical, uHTS, fluorescence dequenching, primary screen (AID 1986); cell-free peptide binding, fluorescence dequenching, 30 min; higher % means a stronger effect; inhibition, % at 20 µM; hits with a dose series show IC50 in µM; hit rate 0.3% among 290,000; in the data active = inhibition mostly above about 52%, no sharp cut-off; inactive = mostly below about 76%; note: some results filed as inactive read as strong as hits
GPR55 LPI antagonism: inhibition of LPI-stimulated GPR55 beta-arrestin translocation – imaging, U2OS, beta-arrestin-GFP, LPI agonist, primary screen (AID 2013) | hit rate 0.13% among 290,000 | U2OS GPR55 beta-arrestin-GFP translocation imaging, LPI antagonism; higher % means a stronger effect | inhibition, % at 10 µM; hits with a dose series show IC50 in µM;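 active = spots per cell inhibited over 60%, with over 100 cells counted and total cytoplasm intensity under 500,000; inconclusive = wells with under 100 cells, flagged as likely toxic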;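 note: U2OS cells stably carrying GPR55 and arrestin-GFP stimulated by 5 µM LPI near EC80; imaged beta-arrestin-GFP aggregate spots per cell after agonist stimulation; plate controls were LPI-stimulated DMSO wells for no effect and DMSO wells without LPI for full effect; some results filed as inactive read as strong as hits; confirmed hits need IC50 under 10 µM and bright autofluorescent wells are also inconclusive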
Starred values were filed as active, the others as inactive; ? = inconclusive; . = not tested or not shown; [ ] = remark or other dose. These rows are one share of the data; rates above refer to the full screens.

SMILES	KOR beta-arrestin-1	GPR55 beta-arrestin	West Nile virus CPE	KOR beta-arrestin-2	Dengue-2 NS5 capping	GPR35 arrestin U2OS	NOD1 inhibition	HIV fusion peptide	GPR55 LPI antagonism
CCC(=O)Nc1cccc(-n2nnnc2SCC(=O)N2CCCCC2)c1	-54%[20 µM]	-0.1%	-0.6%	-4.9%	-2%	-5%	-20%	-0.5%	2%
O=C(NCC1CCCO1)c1cccc(Oc2ccc([N+](=O)[O-])cc2Cl)c1 (centres undefined)	-30%	0.1%	-1.5%	1.4%	-5%	7%	-17%	-1.0%	-5%
CNC(=S)N(CCO)Cc1cc2cc3c(cc2[nH]c1=O)OCO3	-3%	0.0%	0.0%	-5.4%	-5%	-7%	-7%	0.1%	7%
CC(=O)c1ccc(OCC(=O)c2ccc(-c3ccccc3)cc2)cc1	-1%	-0.3%	-1.2%	-0.2%	-1%	.	2%	-3.3%	-4%
COCC(=O)Nc1ccc(Br)cc1C	-11%	-0.8%	0.5%	0.4%	-3%	8%	10%	-0.4%	9%
CC(C)c1ccc(C(=O)N2CCN(CCO)CC2)cc1	4%	-0.2%	-0.2%	-0.4%	1%	16%	-28%	21%	-12%
Cc1cc(C)nc(SCC(=O)Nc2ncccn2)n1	-41%	0.4%	0.8%	4.3%	.	8%	-26%	1.7%	-3%
O=C(NCc1ccc(F)cc1)Nc1ccccc1	-2%	-0.2%	0.4%	0.6%	-4%	3%	-17%	-0.5%	-5%
CCc1ccc(OCC(O)CN2CCN(c3ccc(OC)cc3)CC2)cc1 (centres undefined)	-11%	-0.1%	-1.0%	-3.8%	-3%	-2%	4%	-0.8%	11%
CSc1ccc(S(=O)(=O)NC2CCCCCC2)cc1	-26%	-0.1%	-1.3%	-1.6%	-1%	4%	16%	-0.9%	-3%
CN(CC(=O)Nc1cccc2ccccc12)c1ccc(S(=O)(=O)N2CCOCC2)cn1	-50%	0.0%	1.3%	-1.4%	-1%	-3%	-19%	0.4%	10%
CCOc1ccc(S(=O)(=O)N2CCC(C(=O)N3CCN(Cc4ccccc4)CC3)CC2)cc1	-12%	-0.1%	-0.2%	2.8%	-1%	-11%	-16%	-0.7%	-1%
CCCCN(CC)CCNC(=O)c1cc2c(=O)[nH]c3ccccc3c2n1C	4%	-0.4%	-0.2%	8.6%	-9%	11%	-17%	0.5%	11%
Nc1ccccc1SC1CC(=O)N(c2ccc3c(c2)OCCO3)C1=O (centres undefined)	4%	-0.1%	0.3%	-1.3%	5%	2%	-6%	0.3%	16%
CN(C)c1ccc(NC(=O)CSc2nnc(C3CCCCC3)n2N)cc1	-2%	-0.2%	-1.0%	-8.4%	1%	5%	-25%	-0.7%	-9%
CCn1nc(C)c(NC(=O)c2ccc(Br)o2)c1C	3%	-0.5%	0.1%	-1.0%	-11%	4%	-24%	0.2%	8%
COc1ccc(S(=O)(=O)Nc2ccccc2C(=O)N2CCOCC2)cc1Br	-9%	-0.1%	-0.7%	3.3%	-6%	-9%	-13%	1.6%	7%
CCCCn1c(=O)[nH]c2nc3cc(NC(C)=O)ccc3nc2c1=O	-10%	-0.2%	-0.3%	1.9%	?	-3%	-3%	14%	-6%
Fc1cccc(NCCc2c[nH]c3ccccc23)n1	17%	-0.2%	-1.0%	1.6%	1%	13%	-9%	-0.4%	14%
O=C(Nc1ccon1)C1CCN(S(=O)(=O)c2cccs2)CC1	-31%	-0.2%	0.1%	-6.9%	-4%	-1%	0%	0.2%	-4%
CC(C)N1CCN(Cc2cnc(-c3ccccc3)s2)CC1CCO (centres undefined)	-9%	0.2%	-0.2%	-0.6%	-3%	2%	-10%	1.1%	17%
Cc1c(/C=C2\SC(=Nc3cccc(C(=O)O)c3)NC2=O)c2ccccc2n1C	-22%	-0.1%	0.3%	1.6%	-22%	-19%	-5%	19%	-14%
CC(=O)c1ccc(C(=O)N2CCCC(C(=O)c3cc(F)ccc3F)C2)s1 (centres undefined)	-31%[20 µM]	0.2%	-0.6%	.	-5%	18%	3%	1.0%	10%
CCOC(=O)c1sc(-c2ccc(OC)cc2)cc1N	-26%	-0.1%	0.1%	5.7%	1%	-6%	-24%	-4.0%	-6%
CCOC(=O)c1[nH]c2ccccc2c1NC(=O)c1ccco1	-39%	-0.1%	-0.2%	-3.4%	-7%	9%	4%	-1.9%	17%
(cont.)
SMILES	KOR beta-arrestin-1	GPR55 beta-arrestin	West Nile virus CPE	KOR beta-arrestin-2	Dengue-2 NS5 capping	GPR35 arrestin U2OS	NOD1 inhibition	HIV fusion peptide	GPR55 LPI antagonism
Cc1ccc(CNS(=O)(=O)c2ccc3c(c2)OCCO3)cc1	-24%	1.0%	-0.1%	-3.1%	0%	19%	-6%	0.4%	1%
O=C(Cc1cccc(C(F)(F)F)c1)Nc1cccc(S(=O)(=O)N2CCCC2)c1	-8%	-0.1%	0.0%	1.6%	1%	3%	-7%	5.8%	-1%
O=C(Nc1ccc(N2CCN(C(=O)c3cccs3)CC2)cc1)c1ccco1	12%	0.5%	-0.6%	-2.5%	-7%	-4%	-2%	-1.5%	11%
Cc1cccc(-c2nc(CS(=O)CC(=O)N3CC(C)CC(C)C3)c(C)o2)c1 (centres undefined)	-38%	-0.2%	-0.1%	12%	-3%	-2%	-5%	0.9%	-6%
CC(=O)N1CCc2cc(S(=O)(=O)CCC(=O)N3CCN(c4cc(C)ccc4C)CC3)ccc21	-27%	0.3%	0.9%	11%	0%	0%	-22%	0.2%	-18%
CCCCCCNCC(=O)N1CCC(Cc2ccccc2)CC1	-7%	-0.2%	-0.6%	-1.8%	-7%	-11%	-17%	1.5%	21%
Cc1ccccc1NS(=O)(=O)c1cc(C(=O)NCc2ccco2)ccc1C	40%	-0.1%	-0.7%	-2.4%	2%	-4%	-13%	1.5%	14%
O=C(OCC(=O)c1ccc[nH]1)c1ccc(S(=O)(=O)N2CCCCC2)cc1	-8%	-0.1%	0.1%	0.6%	.	7%	-31%	23%	-4%
CC1CCc2nc3ccc(S(=O)(=O)N4CCC(C(=O)NC5CCCC5)CC4)cc3c(C(=O)O)c2C1 (centres undefined)	42%	-0.1%	0.5%	-5.7%	-1%	-14%	17%	-4.5%	7%
O=C(C1=C[C@@H](c2csc3ccccc23)C[C@@H](OCc2ccc(CO)cc2)O1)N1CCOCC1	7%	0.2%	-0.6%	-0.6%	2%	-16%	0%	2.8%	8%
COc1ccc(-c2c(C)c3cc(O)ccc3oc2=O)cc1OC	-54%	-0.1%	0.0%	4.8%	-8%	-10%	-14%	-1.5%	-4%
Cc1ccc(NC(=O)COC(=O)CCC(=O)c2cccs2)cc1	-19%	0.1%	-0.2%	1.6%	-3%	-3%	-14%	0.8%	4%
CN1CCN(S(=O)(=O)c2ccc(Cl)s2)CC1	-8%	0.1%	1.1%	-1.2%	2%	-8%	-44%	-1.1%	10%
Cc1cccc(NC(=S)N/N=C/c2cccn2Cc2ccc(F)cc2)c1	-13%	0.3%	-1.2%	1.5%	-7%	-23%	23%	1.3%	-15%
COc1cc(S(=O)(=O)NCc2ccc3c(c2)OCO3)ccc1Cl	-4%	-0.1%	-0.4%	-8.4%	0%	-14%	0%	-1.0%	-1%
CCOc1cc(C(=S)N2CCCC2)ccc1OCC(=O)Nc1c(C)cc(C)cc1C	45%	0.5%	-0.6%	2.3%	-2%	-2%	-6%	2.3%	-12%
COC(=O)c1nc(NC(=O)c2ccc(C(C)(C)C)cc2)n[nH]1	17%	0.2%	0.1%	-6.6%	-13%	-6%	-42%	-1.1%	-2%
CSc1cccc(CN2CCCC(CNC(=O)c3ccco3)C2)c1 (centres undefined)	12%	-0.1%	-1.1%	2.3%	-4%	-11%	-40%	-1.4%	1%
Cc1[nH]ccc(=O)c1OC1OC(CO)C(O)C(O)C1O (centres undefined)	26%	-0.1%	-0.6%	1.0%	-11%	15%	-13%	3.6%	-1%
Cc1ccn2cc(-c3ccc(O)c(O)c3)nc2c1	-27%	-0.1%	0.2%	2.9%	-3%	0%	6%	3.4%	4%
CSc1nc(-c2ccc(Cl)cc2)nn1C(=O)c1ccco1	-42%	8.6%	0.0%	4.1%	-11%	1%	-48%	-0.3%	-3%
CN(CCOc1ccc(Cl)c(Cl)c1)Cc1ccccc1	-37%[20 µM]	0.8%	-1.0%	-1.4%	0%	-11%	-23%	-0.3%	-8%
O=c1ccc(/C=C/c2ccccc2)nn1Cc1ccc(F)cc1	-11%	-0.5%	.	-4.2%	-3%	0%	-12%	-1.1%	9%
CC1CN(c2ccc(NC(=S)NNCCC#N)cc2)CC(C)O1 (centres undefined)	6%	0.4%	0.5%	3.3%	0%	16%	-7%	0.2%	-3%
C/C(=N\NC(=O)c1ccc(-c2ccccc2)cc1)c1ccco1	11%	.	-0.7%	-5.4%	1%	6%	-47%	-1.1%	-4%
Remaining list, next part
SMILES	KOR beta-arrestin-1	GPR55 beta-arrestin	West Nile virus CPE	KOR beta-arrestin-2	Dengue-2 NS5 capping	GPR35 arrestin U2OS	NOD1 inhibition	HIV fusion peptide	GPR55 LPI antagonism
Cc1cccc(NC(=S)N(CCCN2CCOCC2)Cc2ccco2)c1	18%	0.1%	-0.1%	-4.5%	-2%	5%	-16%	-0.8%	-1%
COc1ccccc1CCNC(=O)Cn1ccc2cc(S(=O)(=O)N3CCC(C)CC3)ccc21	-15%	0.2%	0.0%	2.9%	-5%	-10%	3%	0.7%	-3%
O=S1(=O)CC(O)C(NCc2ccco2)C1 (centres undefined)	21%	-0.1%	0.1%	0.8%	-7%	3%	10%	-1.5%	1%
S=C(NCc1ccco1)Nc1cccc(Cl)c1	-11%	-0.2%	0.0%	0.3%	-6%	5%	0%	-1.1%	-6%
CCCc1nc2ccccc2c(=O)n1NC(=O)c1c(O)c2ccccc2[nH]c1=O	-72%	0.2%	-0.7%	6.0%	-5%	7%	8%	3.0%	-20%
CCn1c(SCC(=O)c2ccc(C)cc2)nnc1-c1ccoc1C	-26%	0.5%	-0.3%	2.0%	-5%	-20%	8%	0.8%	-19%
S=C(NCCc1ccccc1)N1CCN(C(c2ccccc2)c2ccccc2)CC1	8%	-0.4%	-2.0%	6.2%	-1%	-11%	-12%	2.6%	14%
CN1CCN(Cc2ccc(Sc3ccc(Cl)cc3)c([N+](=O)[O-])c2)CC1	-78%	0.5%	-1.5%	6.7%	-9%	0%	-18%	-3.2%	0%
CC(=O)c1ccc(OCc2cc(C(=O)NC(C)Cc3ccccn3)no2)cc1 (centres undefined)	-25%	0.3%	-0.1%	-2.6%	-5%	6%	-7%	1.8%	12%
O=C(CCC(=O)Nc1ccc(Cl)cc1)N/N=C/c1ccc2c(c1)OCO2	-6%	0.4%	-0.4%	-2.0%	1%	11%	-4%	-0.5%	0%
CC(C)(C)c1ccc(S(=O)(=O)N2CCCCC2)cc1	-26%	0.1%	-1.3%	1.4%	6%	-8%	-24%	2.0%	3%
